TRPC6 act: mouse TRPC6 channel activators, primary screen, cell-based, HEK293, membrane potential dye. Short transient receptor potential channel 6 (Mus musculus), Q61143. HEK293-TRPC6 membrane potential dye fluorescence; active compounds read high. B-score at 10 µM. hit rate 0.13% among 310,000;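 active = B-score of the integrated fluorescence ratio above library mean plus 3 SD, and starting fluorescence ratio within library mean plus 5 SD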;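 note: higher score means more depolarization so channel activation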
MrgX1 antagonist: antagonists of human MrgX1 receptor, primary screen, HEK293 cells, Fluo-4 calcium flux | AID 588676, 2011 | hit rate 1.3% among 310,000 | B-score at 10 µM | BAM8-22 antagonism; active compounds read low;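 active = calcium-response B-score plate-corrected more than 3 library SD below zero, starting fluorescence within 5 deviations, no agonist response on first addition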;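 note: peak minus trough fluorescence over baseline after final BAM8-22 challenge near maximal dose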
Target sequence (Q96LB2 whole entry, looked up): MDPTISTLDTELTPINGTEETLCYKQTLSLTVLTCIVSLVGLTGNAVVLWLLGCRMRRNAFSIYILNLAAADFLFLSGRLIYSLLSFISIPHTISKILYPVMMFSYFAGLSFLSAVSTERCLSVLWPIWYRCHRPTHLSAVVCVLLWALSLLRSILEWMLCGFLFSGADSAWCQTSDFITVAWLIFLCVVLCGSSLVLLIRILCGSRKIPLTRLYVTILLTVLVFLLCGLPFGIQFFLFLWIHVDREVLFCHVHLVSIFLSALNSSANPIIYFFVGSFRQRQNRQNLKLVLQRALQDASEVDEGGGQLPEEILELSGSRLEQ
ANO1 activ: TMEM16A chloride channel activators or potentiators, primary screen, cell-based, HTS; hit rate 0.3% among 340,000; Anoctamin-1 (Mus musculus), Q8BHY3; HEK293 TMEM16A/YFP-H148Q/I152L, iodide quench fluorescence; active compounds read low; B-score at 10 µM;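 active = fluorescence-ratio B-score plate-corrected deviation score at least 3 library SD below zero, with starting fluorescence score within 5 deviations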;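 note: channel opened by trigger with iodide after compound preincubation; score built on the fluorescence ratio of max minus min over baseline; more negative score means more quench and so TMEM16A activation or potentiation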
MrgX1 PAM: positive allosteric modulators of MrgX1, primary screen, HEK293 cells, Fluo-4 calcium flux; Mas-related G-protein coupled receptor member X1 (Homo sapiens), Q96LB2; FDSS; active compounds read high; B-score at 10 µM; hit rate 0.63% among 310,000;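 active = plate-corrected calcium response at least 3 library SD above typical, normal starting fluorescence, not activating the receptor alone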;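 note: compound read alongside a low EC10 to EC30 dose of BAM8-22 agonist; peak minus trough fluorescence over baseline measured at the second addition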
TRPC6 inhibitor: mouse TRPC6 channel inhibitors, primary screen, cell-based, HEK293, membrane potential dye. ACh-evoked depolarization; active compounds read low. hit rate 1.1% among 310,000. AID 2553, 2010. Short transient receptor potential channel 6 (Mus musculus), Q61143. B-score at 10 µM;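 active = B-score under library mean minus 3 SD, initial fluorescence not abnormally high, positive integrated signal ratio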;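 note: B-score derived from integrated fluorescence ratio over the kinetic read; more negative B-score means stronger inhibition of depolarization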
RGS4 block: RGS4 inhibitors, primary screen, cell-based, HEK293 M3R inducible RGS4, calcium flux. hit rate 0.45% among 310,000. B-score at 10 µM. AID 463165, 2010. Regulator of G-protein signaling 4 (Homo sapiens), P49798. Fluo-4 calcium flux; active compounds read high; triggered by carbachol at its EC20;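 active = B-score, a plate-corrected calcium signal, over three deviations above library mean, with baseline fluorescence within five deviations of library mean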;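 note: RGS4 expression induced by doxycycline in cells with stable M3 receptor; B-score is computed from the integrated fluorescence ratio over baseline after carbachol; higher B-score means a larger calcium signal and so more RGS4 inhibition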
Target sequence (P49798 whole entry, looked up): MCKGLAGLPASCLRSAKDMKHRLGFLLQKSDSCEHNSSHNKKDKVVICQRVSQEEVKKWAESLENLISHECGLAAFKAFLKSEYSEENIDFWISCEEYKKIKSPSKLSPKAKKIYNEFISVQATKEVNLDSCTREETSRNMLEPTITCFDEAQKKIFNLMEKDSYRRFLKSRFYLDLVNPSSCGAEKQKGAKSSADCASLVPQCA
ANO1 block: TMEM16A chloride channel inhibitors, primary screen, cell-based, HTS; Anoctamin-1 (Mus musculus), Q8BHY3; normalized B-score (activity score, 25-100; higher = stronger inhibition) at 10 µM; hit rate 1.2% among 310,000; HEK293 TMEM16A/YFP iodide influx fluorescence, ionomycin;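 active = ratio plate-corrected score three or more library SD toward inhibition, starting fluorescence score within five deviations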;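 note: score derived from kinetic fluorescence span divided by baseline fluorescence per well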
MrgX1 ag: agonists of human MrgX1 receptor, primary screen, HEK293 cells, Fluo-4 calcium flux; Mas-related G-protein coupled receptor member X1 (Homo sapiens), Q96LB2; Fluo-4 calcium fluorescence, agonist mode; active compounds read high; B-score at 10 µM; hit rate 0.44% among 310,000; AID 588627, 2011;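 active = calcium response B-score plate-corrected fluorescence ratio at least 3 library SD, with starting fluorescence B-score inside 5 SD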
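Assay system: stable human MrgX1 HEK293 cell line. Quantity: 15,000 cells per well. Schedule: cells plated overnight, dye loaded 0.5 h 37 °C, 0.5 h room temperature. Detection: Fluo-4 NW calcium-flux fluorescence, kinetic read. Read-out basis: peak-minus-minimum fluorescence over baseline, converted to B scores. Control set: positive and negative control wells on each plate.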
TRPC4 agonist: activators of mouse TRPC4 channel, primary screen, Fluo4 calcium, HEK293 TRPC4beta/mu-opioid cells | hit rate 0.49% among 310,000 | AID 2237, 2010 | Fluo4 calcium fluorescence; active compounds read high | B-score at 10 µM;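 active = B-score above 5 SD of library B-scores, and initial fluorescence ratio not above library mean plus 5 SD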;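 note: positive B-score marks a calcium rise read as TRPC4 activation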
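System – HEK293 cells stably co-expressing mouse TRPC4beta and mu-opioid receptor · Signal – Fluo4 calcium-sensitive dye fluorescence, kinetic, 1 Hz baseline · Benchmarks – buffer (low) and maximal DAMGO (high) · Read-out – B score of integrated fluorescence ratio per well · Incubation – dye loading 45 min room temperature, 110 s kinetic read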
TRPC4 inh: inhibitors of mouse TRPC4 channel, primary screen, Fluo4 calcium, HEK293 TRPC4beta/mu-opioid cells; Short transient receptor potential channel 4 (Mus musculus), Q9QUQ5; DAMGO-evoked Fluo4 calcium flux; active compounds read low; B-score at 10 µM; hit rate 0.39% among 300,000;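 active = B-score over 3 SD under the library average, no early fluorescence shift, positive overall ratio signal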
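material = TRPC4beta/mu-opioid receptor HEK293 cell line | probe or stimulus = sequential submaximal and maximal DAMGO stimulation | compound dosing = one concentration per compound | measured by = Fluo4 Ca2+ flux fluorescence | evaluation = integrated fluorescence ratio relative to baseline, converted to per-well B score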
TRPC4 potent: positive allosteric modulators of TRPC4, primary screen, cell-based, mouse TRPC4beta, HEK293 mu-opioid, Fluo-4 calcium. DAMGO EC20, Fluo-4 Ca2+ flux; active compounds read high. B-score at 10 µM. hit rate 0.42% among 310,000;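 active = B-score of calcium response area above 5 SD of library B-scores, with initial fluorescence ratio within 5 SD of library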;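 note: B-score of integrated fluorescence ratio over time as area under calcium response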
Active calls of the source: *; i = inactive; nt = no result given.

SMILES | TRPC6 act | MrgX1 antagonist | ANO1 activ | MrgX1 PAM | TRPC6 inhibitor | RGS4 block | ANO1 block | MrgX1 ag | TRPC4 agonist | TRPC4 inh | TRPC4 potent
O=C(N1CCOCC1)N1c2ccccc2CC(N2CCOCC2)c2ccccc21 (stereo not given) | nt | i | i | i | nt | nt | i | i | nt | nt | nt
CC1=C(Sc2nc3ccccc3[nH]2)C(=O)NC(C)(C)C1 | i | i | i | i | i | i | i | i | i | i | i
N#C/C(=C\c1ccc(N2CCOCC2)o1)C(=O)NC1CCCCC1 | i | i | i | i | i | i | i | i | i | i | i
Cc1cc(C)cc(N(CCC#N)C(=O)COC(=O)CNC(=O)c2sc3ccccc3c2Cl)c1 | i | i | i | i | i | i | i | i | i | i | i
C=Cn1cc[n+](CC(=O)c2ccc(C)cc2)c1 | i | i | i | i | i | i | i | i | i | i | i
CCOC(=O)N1CCN(C(=O)c2nn(C)c3c2CSc2ccccc2-3)CC1 | i | i | i | i | i | i | i | i | i | i | i
Nc1cccn2c(-c3ccc(Cl)c(Cl)c3)cnc12 | i | i | i | i | i | 12* | i | i | i | i | i
COc1ccccc1N1CCN(C(=O)c2ccc(-c3ccccc3)cc2)CC1 | i | i | i | i | i | i | i | i | i | i | i
COc1ccc(/C=C(\NC(=O)c2ccc(OC)cc2)C(=O)Nc2ccccc2C(=O)O)cc1 | i | i | i | i | i | i | i | i | i | i | i
Cc1ccc(C(=O)OCC(=O)Nc2ccccc2N2CCOCC2)cc1 | i | i | i | i | i | i | i | i | i | i | i
CC(C)OCCCn1c(SC(C)C(=O)NCC2CCCO2)nc2cc(Cl)ccc2c1=O (stereo not given) | i | i | i | i | i | i | i | i | i | i | i
CC(C)C12CN3CC(C(C)C)(CN(C1)C31C(=O)Nc3ccccc31)C2=O (stereo not given) | i | i | i | i | i | i | i | i | i | i | i
CCCCCOc1ccc(CSC2=NCCN2)cc1[N+](=O)[O-] | i | i | i | i | -7.1* | i | i | i | i | i | i
COc1ccc(N2CCN(C(=O)c3cccc(Cn4cc(Cl)cn4)c3)CC2)cc1 | i | i | i | i | i | i | i | i | i | i | i
Cc1csc2nc(CNS(=O)(=O)c3ccc(-c4ccccc4)cc3)cn12 | i | i | i | i | i | i | i | i | i | i | i
Cc1cc(NC(=O)C2CCCN(S(=O)(=O)c3cnc[nH]3)C2)ccc1Br (stereo not given) | i | i | i | i | i | i | i | i | i | i | i
CCCCNC(=S)N(C)/N=C/c1sc(N2CCCCC2)nc1-c1cccs1 | i | -8.7* | nt | i | i | i | i | i | i | i | i
COc1ccc(C2N=C(c3ccccc3)C(C)(C)N2O)cc1OC (stereo not given) | i | i | i | i | i | i | i | i | i | i | i
CCOC(=O)CN1C(=O)C(=O)N(Cc2c(F)cccc2Cl)C1=O | i | i | i | i | i | i | i | i | i | i | i
O=C(O)COc1ccccc1/C=N/NC(=O)c1cc(-c2ccc(F)cc2)nc2ccccc12 | i | i | i | i | i | i | i | i | i | i | i
C=CCN(c1ccccc1C(=O)O)S(=O)(=O)c1ccc(NC(=O)OC)cc1 | i | i | i | i | i | i | i | i | i | i | i
CC(=O)c1cc2c(cc1NC(=O)CCC1CCCC1)OCO2 | i | i | nt | i | i | i | i | i | i | i | i
C/C(=N\Nc1ncc(Cl)cc1Cl)c1ccc2c(c1)OCO2 | i | i | i | i | i | i | i | i | i | i | i
CC1CCc2nn(CC(=O)NC3CCCC(C)C3C)cc2C1 (stereo not given) | i | i | i | i | i | i | i | i | i | i | i
O=C(Nc1cccc2[nH]ncc12)c1ccc(F)cc1 | i | i | i | i | i | i | i | i | i | i | i

The listing continues.
SMILES | TRPC6 act | MrgX1 antagonist | ANO1 activ | MrgX1 PAM | TRPC6 inhibitor | RGS4 block | ANO1 block | MrgX1 ag | TRPC4 agonist | TRPC4 inh | TRPC4 potent
O=C(NCCCN1CCOCC1)c1ccc2c(c1)N(Cc1c(F)cccc1Cl)C(=O)c1ccccc1S2 | i | i | i | i | i | i | i | i | i | i | i
CCc1cc2cc3c(cc2nc1SCC(=O)Nc1cc(OC)c(OC)cc1C(=O)O)OCO3 | i | i | nt | i | i | i | i | i | i | i | i
Cc1ccnc(SCC(=O)Nc2sc3c(c2C#N)CCCC3)n1 | i | i | i | i | i | i | i | i | i | i | i
CCc1ccccc1NC(=O)CSc1n[nH]c(-c2cccnc2)n1 | i | i | i | i | i | i | i | i | i | i | i
O=C(NCc1cccs1)c1ccccc1F | i | -6.2* | i | i | i | i | i | i | i | i | i
CCOc1ccc(C(C)(C)C)cc1S(=O)(=O)n1nc(C)cc1C | i | i | i | i | i | i | i | i | i | i | i
CCOC(=O)CNc1ccc(C(=O)OCC)cc1[N+](=O)[O-] | i | i | i | i | i | i | i | i | i | i | i
Cc1ccc(-c2nc3s/c(=C\c4ccco4)c(=O)n3n2)cc1 | i | i | i | i | i | i | i | i | i | i | i
CC12CCC(C(=O)N(CSC(=S)N/N=C\c3ccccc3)C1=O)C2(C)C (stereo not given) | i | i | i | i | i | i | i | i | i | i | i
O=C(NCc1cccnc1)c1ccc(Cl)c(S(=O)(=O)N2CCCCCC2)c1 | i | i | i | i | i | i | i | i | i | i | i
Cn1c(N)c(C(=O)COC(=O)CCCOc2ccc(Cl)cc2Cl)c(=O)n(C)c1=O | i | i | i | i | i | i | i | i | i | i | i
CCCCn1nc(C(=O)Nc2nc3c(s2)CCCC3)c2ccccc2c1=O | i | i | i | i | i | i | i | i | i | i | i
CCN(CC)S(=O)(=O)c1cc(NC(=O)c2cc([N+](=O)[O-])ccc2N2CCOCC2)ccc1C | i | i | i | i | i | i | i | i | i | i | i
CCOc1ccc(NC(=S)N(CCOC)C(C)c2ccco2)cc1 (stereo not given) | i | i | i | i | i | i | i | i | i | i | i
Clc1ccc(CN2CCSCC2)c(Cl)c1 | i | i | i | i | i | i | i | i | i | i | i
CCOC(=O)CSc1cc(C(F)(F)F)nc(-c2ccccn2)n1 | i | i | i | i | i | i | i | i | i | i | i
CN(Cc1cnn(C)c1)C(=O)C1CCC(=O)N(Cc2ccc(Cl)cc2)C1 (stereo not given) | i | i | i | i | i | i | i | i | i | i | i
COc1cccc(NC(=S)Nc2ccc(F)cc2)c1 | i | i | i | i | i | i | i | i | i | i | i
CCN(CC)CCN(C(=O)/C=C/c1cccs1)c1nc2ccc(F)cc2s1 | i | i | i | i | i | i | i | i | i | i | i
O=C(c1ccccc1)C1C(c2ccccc2)C1[N+](=O)[O-] (stereo not given) | i | i | i | i | i | i | i | i | i | i | i
CCC(=O)N1CN(S(=O)(=O)c2ccc(C)cc2)CC1C (stereo not given) | i | i | i | i | i | i | i | i | i | i | i
COCc1[nH]nc2c1C(c1cccc(OC)c1)C(C#N)=C(N)O2 (stereo not given) | i | i | i | i | i | i | i | i | i | i | i
CC1CN(C(=O)CSc2ncnc3sccc23)CC(C)O1 (stereo not given) | i | i | i | i | i | i | i | i | i | i | i
CCOc1ccc(CCNc2ccc3nnc(-c4ccccc4)n3n2)cc1OCC | i | i | i | i | i | i | i | i | i | i | i
CC(C)n1cc(C(=O)N2CCCC(Nc3ccc(F)c(F)c3)C2)cn1 (stereo not given) | i | i | i | i | i | i | i | i | i | i | i

Further structures follow:
SMILES | TRPC6 act | MrgX1 antagonist | ANO1 activ | MrgX1 PAM | TRPC6 inhibitor | RGS4 block | ANO1 block | MrgX1 ag | TRPC4 agonist | TRPC4 inh | TRPC4 potent
COc1ccc(C2c3cc(OC)c(OC)cc3CCN2C2CC(=O)N(c3ccccc3)C2=O)cc1OC (stereo not given) | i | i | i | i | i | i | i | i | i | i | i
CCn1cc(C(=O)N2CCn3c(nc4ccccc43)C2)c(=O)c2ccc(C)nc21 | i | i | i | i | i | i | i | i | i | i | i
COCCn1c(SCC(=O)N2CC(=O)Nc3ccccc32)nc2ccccc21 | i | i | i | i | i | i | i | i | i | i | i
O=C1c2ccc([N+](=O)[O-])cc2S(=O)(=O)N1Cc1ccccc1 | i | i | i | i | i | i | i | i | i | i | i
CN(C)C(=O)Cn1c(=O)n(S(=O)(=O)c2ccccc2)c2ccccc21 | i | i | i | i | i | i | i | i | i | i | i
C=CCOC(=O)/C(=C\C=C\c1ccccc1)NC(=O)c1ccccc1 | i | i | i | i | i | i | i | i | i | i | i
O=C(c1ccccc1)N1CCN(CC(O)COc2ccc(Br)cc2)CC1 (stereo not given) | i | i | i | i | i | i | i | i | i | i | i
COc1ccc(C(=O)Nc2nncs2)cc1S(=O)(=O)N1CC(c2ccccc2)CC1=O (stereo not given) | i | i | i | i | i | i | i | i | i | i | i
O=C1CC(N2CCN(Cc3ccc(Cl)cc3)CC2)C(=O)N1CCc1ccccc1 (stereo not given) | i | i | i | i | i | i | i | i | i | i | i
O=C(CSc1nc2c(cnn2-c2ccccc2)c(=O)[nH]1)N1N=C(c2cccs2)CC1c1ccc(F)cc1 (stereo not given) | i | i | i | i | i | i | i | i | i | i | i
Cc1nnc(SCC(=O)Nc2cccc(N)c2)n1-c1ccccc1 | i | i | i | i | i | i | i | i | i | i | i
Cc1ccc(O)c(/C=N/NC(=O)c2[nH]ncc2Br)c1 | i | i | i | i | i | i | i | i | i | i | i
CCOCCCNC(=S)N1C2CCC1CC(NC(=O)NC1CCCCC1)C2 (stereo not given) | i | i | i | i | i | i | i | i | i | i | i

High-throughput results (PubChem)
